MEX-5 binding – C. elegans MEX-5 TCR-2 RNA binding activity; activity score (negative = inhibition of binding), % at 10 µM; Q9XUB2; actives 0.38% (n = 300,000); MEX-5/FITC-TCR2 RNA binding, fluorescence polarization; hits give low values;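 active = inhibition past about -25% in most replicates, and total fluorescence under double the plate's negative control median, limit read from the data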;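 also: 0% = DMSO and -100% = 5 µM competing unlabeled TCR2 RNA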
VLA-4 inh – inhibition in a human VLA-4 binding assay. actives 0.2% (n = 330,000). inhibition, % (about 7 µM as worked out from the volumes in the protocol). P13612. VLA-4 expressing cells, ligand binding flow cytometry; in the data active = inhibition above about 50%
Target sequence (P13612 whole entry, looked up): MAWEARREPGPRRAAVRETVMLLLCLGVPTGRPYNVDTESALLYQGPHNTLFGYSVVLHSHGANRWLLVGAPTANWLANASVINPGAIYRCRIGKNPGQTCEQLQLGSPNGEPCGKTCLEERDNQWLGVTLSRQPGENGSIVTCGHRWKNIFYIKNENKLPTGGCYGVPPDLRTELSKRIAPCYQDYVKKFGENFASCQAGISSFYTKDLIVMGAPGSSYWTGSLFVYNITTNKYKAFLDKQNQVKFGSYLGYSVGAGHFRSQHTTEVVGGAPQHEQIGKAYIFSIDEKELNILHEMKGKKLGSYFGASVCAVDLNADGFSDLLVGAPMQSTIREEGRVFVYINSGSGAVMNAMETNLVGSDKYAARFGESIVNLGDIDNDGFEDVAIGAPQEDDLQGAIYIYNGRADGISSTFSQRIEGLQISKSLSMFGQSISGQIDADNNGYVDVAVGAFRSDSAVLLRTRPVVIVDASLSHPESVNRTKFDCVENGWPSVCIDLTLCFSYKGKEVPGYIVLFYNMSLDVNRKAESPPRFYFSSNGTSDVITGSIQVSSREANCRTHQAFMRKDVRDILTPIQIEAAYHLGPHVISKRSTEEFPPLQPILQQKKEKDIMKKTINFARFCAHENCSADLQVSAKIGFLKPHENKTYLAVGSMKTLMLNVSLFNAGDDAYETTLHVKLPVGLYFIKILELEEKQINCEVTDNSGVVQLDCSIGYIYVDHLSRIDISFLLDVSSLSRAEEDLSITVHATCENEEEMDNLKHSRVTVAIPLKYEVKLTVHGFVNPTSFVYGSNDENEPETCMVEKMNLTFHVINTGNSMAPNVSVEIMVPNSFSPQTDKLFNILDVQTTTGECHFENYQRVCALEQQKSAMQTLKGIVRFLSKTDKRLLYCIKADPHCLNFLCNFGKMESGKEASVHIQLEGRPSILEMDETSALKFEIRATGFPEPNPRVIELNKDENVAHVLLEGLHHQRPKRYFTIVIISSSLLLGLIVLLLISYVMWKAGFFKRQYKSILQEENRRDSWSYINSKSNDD
Fam108B counter – counter-screen for RBBP9 inhibitors: inhibitors of mouse Fam108B; recombinant Fam108B, FP-Rh probe fluorescence polarization; inhibition, % at 9.51 µM; actives 0.33% (n = 300,000);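 active = inhibition above the screen mean inhibition plus 3 SD, computed separately per campaign, cut at about 18% in these data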;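 also: inhibitors lower polarization as less probe binds the enzyme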
Efflux pump inh – inhibitors of Candida antifungal efflux pumps expressed in yeast | inhibition, % at 10 µM | S. cerevisiae Candida pump triplex, Nile Red efflux | actives 0.44% (n = 330,000) | AID 485275;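 active = plate passing quality check with inhibition over a set limit, or well fluorescence over plate mean plus 4 SD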;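 also: Nile Red retained in pooled yeast measured as flow cytometry median fluorescence; 0% = buffer negative control and 100% = Enniatin B positive control; higher means more Nile Red kept so more efflux inhibition; some compounds called inactive have numbers as strong as hits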
PME-1 inh – blocks human protein phosphatase methylesterase 1; Q9Y570; recombinant PME-1, FP-Rh probe fluorescence polarization; inhibition, % at 5.9 µM; actives 0.53% (n = 320,000); AID 2130;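 active = inhibition above the campaign mean of all compounds plus 3 SD, cut at about 26% in these data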;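 also: competitive labeling of PME-1 active site by serine hydrolase directed probe; 0% = PME-1 with DMSO and 100% = wells lacking PME-1 enzyme; inhibitors block probe labeling so polarization falls and inhibition rises; many of its hits are not listed in these tables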
MCL1 BIM primary – MCL1-BIM-BH3 interaction inhibition (human); GST-MCL1 / FITC-Bim-BH3 fluorescence polarization; inhibition, % at 10.9 µM; actives 0.68% (n = 320,000);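 active = inhibition above the mean inhibition of all tested compounds plus 3 SD, set per campaign, cut at about 40% in these data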;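 also: 0% = DMSO wells and 100% = unlabeled Bim-BH3 peptide control; higher means more loss of mP so more displacement of Bim peptide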
Bcl-xL primary – Bcl-xL (human) inhibition; GST-Bcl-xL / FITC-Bim BH3 peptide fluorescence polarization; inhibition, % at 10.9 µM; actives 0.7% (n = 320,000); AID 2129;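 active = inhibition above the mean of all tested compounds plus 3 SD, cutoff set per campaign, cut at about 30% in these data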;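 also: 0% = DMSO wells and 100% = unlabeled Bim-BH3 peptide competitor; inhibitors lower millipolarization by displacing the labeled peptide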
GRK2 aptamer HTS – inhibitors of human GRK2 displacing RNA aptamer | P25098 | bead flow cytometry, FAM-aptamer displacement from GRK2 | inhibition of aptamer binding, % at 10 µM | actives 0.59% (n = 330,000);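 active = inhibition of aptamer binding above 40%, roughly 3 SD of noise, on plates passing a quality check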;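 also: median bead fluorescence of bound FAM aptamer so fluorescent compounds give negative values; no value below 0 was filed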
GLD-1 TGE inh – GLD-1-TGE RNA interaction inhibition (C. elegans). Q17339. purified GLD-1 + fluorescein TGE RNA, fluorescence polarization. inhibition, % at 5.96 µM. actives 0.44% (n = 320,000);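 active = percent inhibition above a per-plate cutoff, the plate mean of test compounds plus 3 SD, cut at about 30% in these data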;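 also: 0% = DMSO wells with GLD-1 and probe and 100% = wells lacking GLD-1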
Starred values were filed as active, the others as inactive; nt = not tested or not shown; & = joins results of further samples. The list is partial; the hit share may differ from the screen's.

Screens in order – MEX-5 binding	VLA-4 inh	Fam108B counter	Efflux pump inh	PME-1 inh	MCL1 BIM primary	Bcl-xL primary	GRK2 aptamer HTS	GLD-1 TGE inh
> CCN1CC(CN(C)Cc2nc(-c3ccc(C(F)(F)F)cc3)oc2C)CC1=O (stereo not given)
  2.6	-11	2	0.0	-6	0	5	20	9
> CCCSc1nnc(C(C)C)n1N
  -1.8	-2	0	0.2	-1	-3	1	4	9
> CCOC(=O)N1CCN(C/C(Cl)=C/c2ccccc2)CC1
  0.6	1	0	0.0	3	4	4	2	-1
> O=C(CCC(=O)Nc1cccc(C(F)(F)F)c1)NCC1CCCO1 (stereo not given)
  2.2	-4	-1	-0.1	-1	2	6	0	1
> Cc1[nH]c2ccccc2c1C(=O)NS(=O)(=O)Nc1ccc(Cl)cc1
  0.2	6	4	-0.1	-1	4	5	0	5
> COc1ccc(C(=O)N2CC3(CC(c4cccc([N+](=O)[O-])c4)=NO3)C[C@H]2C(=O)NCC(N)=O)cc1 (stereo not given in full)
  0.3	32	3	-0.2	0	14	4	0	0
> CSc1nsc(SC)c1NC(=O)OCCc1ccccn1
  0.1	3	3	0.1	7	2	5	0	5
> COc1ccc(N2CCN(c3n[nH]c(N)n3)CC2)cc1
  -1.6	0	2	0.1	1	-1	1	0	3
> COc1c(C)cc(C(=O)C2CCCN(C(=O)CCCn3cncn3)C2)cc1C (stereo not given)
  -0.3	5	4	-0.1	-2	-2	-2	0	0
> CC(C)CCNC(=O)CNC(=S)N(Cc1ccccc1)Cc1cccnc1
  1.4	-21	16	-0.2	9	-1	12	1	3
> N#C/C(=C(/O)c1ccco1)c1nc2ccccc2s1
  -2.8&-0.7	-3&2	5&1	0.3&0.1	-2&-3	7&4	5&2	3&2	-5&-1
> COc1ccc(N(CC(=O)N2CCN(c3ccccc3F)CC2)S(=O)(=O)c2c(C)noc2C)cc1
  -0.2	0	-1	0.0	0	-7	2	4	4
> CC(=O)c1ccc(NC(=O)CSc2nc(C3CC3)nc3ccccc23)cc1
  -2.8	8	2	0.2	1	6	8	0	-1
> Cc1nc([N+](=O)[O-])c(C(=O)OCc2ccccc2)n1C
  -1.1	-15	-1	0.0	0	2	6	1	11
> Fc1ccccc1CN1CCC(Cc2ccccc2)CC1
  -1.0	2	-6	0.3	2	4	0	3	-8
> CCOC(=O)C1(Cc2cccc(Cl)c2)CCCN(C(=O)c2cc(CC)on2)C1 (stereo not given)
  -0.2	-12	-2	0.0	5	-12	0	0	3
> CC(NC(=O)c1cc([N+](=O)[O-])cc([N+](=O)[O-])c1)C1CC2CCC1C2 (stereo not given)
  0.2	-4	5	-0.1	3	5	4	0	-2
> CCC1CCCCN1CCN1C(=O)C2C(C(=O)Nc3cccc(OC)c3)C3C=CC2(O3)C1C(=O)NC1CCCCC1 (stereo not given)
  0.8	12	1	0.5	-5	2	4	0	5
> O=C(Oc1ccc(Br)cc1)c1cncc(Br)c1
  -2.1	22	2	0.0	1	0	-4	0	3
> O=C(Nc1ccc2nc3n(c(=O)c2c1)CCCC3)c1ccccc1[N+](=O)[O-]
  -2.4	5	-4	0.1	-1	-9	-2	0	-2
> COC(=O)c1[nH]c2cc(OC)ccc2c1NC(=O)CCN1CCCC(C)(C)C1
  -1.5	-3	2	-0.2	-6	-2	-3	1	-2
> O=C(COc1ccccc1)Nc1c2c(nn1-c1ccccc1)CS(=O)C2 (stereo not given)
  -1.9	3	0	-0.6	-6	3	1	0	-4
> O=C(Nc1ccccc1)Nc1nc(-c2ccc(F)cc2)cs1
  0.8	9	-2	0.0	0	5	12	0	8
> O=C1CCN(CCc2ccccc2)CCN1CCSc1ccc(Br)cc1
  1.7	nt	-4	nt	-1	1	4	nt	9
> Cc1ccc(F)cc1NC(=O)CN1CCN(c2ccccn2)CC1
  -0.4	3	2	0.0	5	-3	-5	0	5
> CCOC(=O)N1CCN(C(=O)CN(c2ccc3c(c2)OCO3)S(C)(=O)=O)CC1
  -1.8	26	0	-0.1	2	0	1	2	2
> Cc1cccc(NS(=O)(=O)c2ccc3c(c2)CCC(=O)N3)c1
  -2.3	4	0	0.1	-1	4	5	9	-1
> CCOc1ccc2nc(COC(=O)c3cccs3)c(C(=O)c3ccccc3)[n+]([O-])c2c1
  0.2	9	1	0.5	1	-5	1	2	-3
> O=C(NC1CCN(C(=O)Nc2cccc(Cl)c2)CC1)c1ccco1
  -1.6	-5	-1	-0.1	-1	5	2	1	1
> Cc1ccc(NC(=S)N(CCN(C)C)Cc2cccs2)cc1C
  -1.6	22	1	0.1	1	3	5	2	2

Given with each value named: entries from further up
Cc1cccc(NS(=O)(=O)c2ccc3c(c2)CCC(=O)N3)c1
  MEX-5 binding: -2.3	VLA-4 inh: 4	Fam108B counter: 0	Efflux pump inh: 0.1	PME-1 inh: -1	MCL1 BIM primary: 4	Bcl-xL primary: 5	GRK2 aptamer HTS: 9	GLD-1 TGE inh: -1

CCOc1ccc2nc(COC(=O)c3cccs3)c(C(=O)c3ccccc3)[n+]([O-])c2c1
  MEX-5 binding: 0.2	VLA-4 inh: 9	Fam108B counter: 1	Efflux pump inh: 0.5	PME-1 inh: 1	MCL1 BIM primary: -5	Bcl-xL primary: 1	GRK2 aptamer HTS: 2	GLD-1 TGE inh: -3

O=C(NC1CCN(C(=O)Nc2cccc(Cl)c2)CC1)c1ccco1
  MEX-5 binding: -1.6	VLA-4 inh: -5	Fam108B counter: -1	Efflux pump inh: -0.1	PME-1 inh: -1	MCL1 BIM primary: 5	Bcl-xL primary: 2	GRK2 aptamer HTS: 1	GLD-1 TGE inh: 1

3 of the entries above in order of the Efflux pump inh value, rising:
molecule	Efflux pump inh
COC(=O)c1[nH]c2cc(OC)ccc2c1NC(=O)CCN1CCCC(C)(C)C1	-0.2
CCN1CC(CN(C)Cc2nc(-c3ccc(C(F)(F)F)cc3)oc2C)CC1=O (stereo not given)	0.0
CSc1nsc(SC)c1NC(=O)OCCc1ccccn1	0.1

Carrying on.
Screens in order – MEX-5 binding	VLA-4 inh	Fam108B counter	Efflux pump inh	PME-1 inh	MCL1 BIM primary	Bcl-xL primary	GRK2 aptamer HTS	GLD-1 TGE inh
> COc1ccc(NC(=O)CS(=O)(=O)c2cn(CC(=O)N3CCCC3)c3ccccc23)c(OC)c1
  -1.6	13	-3	0.3	-2	-2	1	0	5
> Clc1ccc2nc(-c3ccccc3)cn2c1
  1.9	1	-4	-0.3	1	-2	1	4	3
> CC1CCN(c2c(NCC3CCC(C(=O)NCCC4=CCCCC4)CC3)c(=O)c2=O)CC1 (stereo not given)
  nt	9	1	-0.1	-8	6	9	5	-5
> COc1ccc(C(=O)C2CCCN(C(=O)COc3ccc(C(C)=O)cc3)C2)cc1F (stereo not given)
  1.4	-8	0	-0.1	2	-4	4	0	-1
> COc1cc(S(=O)(=O)N2CCN(Cc3ccc4c(c3)OCO4)CC2)c(C)cc1C
  -0.6	17	1	0.1	7	1	8	1	4
> O=C(Nc1cccc(S(=O)(=O)C(F)F)c1)c1ccc(S(=O)(=O)N2CCCCC2)cc1
  2.8	2	-20	0.0	-16	5	9	2	-3
> CCCOc1ccc(C2C(=O)N(C3CCCCC3)CC(=O)N2C2CC2)cc1OC (stereo not given)
  -0.8	5	4	0.1	0	2	5	0	7
> CC/S(C)=N/S(=O)(=O)c1ccc(C)cc1 (stereo not given)
  0.0	-7	3	0.2	0	5	-1	0	2
> O=C(N/N=C/c1cc(Br)ccc1O)c1ccncc1
  -1.2	-1	6	-0.2	5	1	2	4	-2
> O=C(CN1C(=O)COc2ccccc21)N1CCCC1
  -1.3	-1	3	-0.2	0	1	5	0	5
> CC1(C)SC(=S)N(NC(=O)Nc2cccc3ccccc23)C1N(O)C(=O)Nc1ccccc1 (stereo not given)
  -0.2	10	-26	-0.5	-19	-2	-2	0	0
> O=C(NNC(=S)NC(=O)c1ccccc1[N+](=O)[O-])c1ccccc1[N+](=O)[O-]
  -21	-35	2	0.0	-5	17	6	0	-2
> COc1ccccc1NC(=O)CSc1nnc(C2CCCCC2)n1N
  -1.4	11	1	-0.1	-8	-5	-5	2	-1
> CCN(CCCNC(=O)CCn1c(=S)[nH]c2cc3c(cc2c1=O)OCO3)c1cccc(C)c1
  1.4	-3	-3	-0.1	0	5	1	0	-1
> CCCC(=O)Nc1nc2c(C)c(Cl)ccc2s1
  -0.2	-23	6	-0.1	-8	9	6	2	-1
> CCn1cc(-c2cc(C(=O)O)c3ccccc3n2)cn1
  1.5	7	1	0.3	0	9	2	0	2
> O=C(/C=C/c1cccc(Br)c1)N1CCN(c2cccc(C(F)(F)F)c2)CC1
  4.7	8	-5	-0.4	-3	7	-2	0	1
> Cn1ccnc1-c1ccc(-c2nccn2C)cc1
  2.6	3	3	-0.1	-1	-1	1	0	5
> Cc1ccc(CNC(=O)C2CCC(CNc3c(N4CCC(C)CC4)c(=O)c3=O)CC2)cc1 (stereo not given)
  1.1	4	0	0.0	2	5	1	2	4
> CCC(CC)NC(=O)Nc1ccc(F)c(Cl)c1
  1.2	64*	2	-0.1	-4	1	3	0	-6
> C/C(CCc1ccco1)=N\NC(=O)CNc1c(Br)cc(Br)cc1Br
  3.1	-5	-6	0.2	4	5	2	0	3
> Cc1[nH]c2ccccc2c1SCC(=O)N1CCC(C)CC1
  0.8	10	4	-0.1	3	-2	0	2	3
> C[n+]1ccccc1/C=C/c1ccc([N+](=O)[O-])cc1
  0.0	-5	0	1.4*	-4	-26	-6	0	-15
> CCCCn1c(N)c(N(CCOC)C(=O)c2cc3ccccc3cc2OC)c(=O)[nH]c1=O
  -5.9	-3	2	0.0	2	3	6	2	1
> CCOC(=O)N1CCc2c(sc3[nH]c(=S)[nH]c(=S)c23)C1
  -0.8	8	-1	-0.1	5	9	8	3	-4
> O=C(CCCN1C(=O)NC2(CCCC2)C1=O)N1CCN(S(=O)(=O)c2ccccc2)CC1
  nt	0	nt	0.0	4	-11	-9	3	-5
> CCOC(=O)COc1c(OC)cc(Cl)cc1C1Nc2ccccc2C(=O)N1c1ccc(F)cc1 (stereo not given)
  0.5	-2	-1	0.1	4	-4	1	0	1
> Cc1ccccc1OCc1nnc2n1CC(C)S2 (stereo not given)
  1.0	5	-1	-0.3	-5	-1	2	1	2
> COc1ccc(/C=N/O)cc1COc1ccc(NC(C)=O)cc1
  1.1	6	-1	-0.2	8	12	5	3	0
> CCc1ccc(CNCc2ccc(OCC(O)CN(C)Cc3ccccc3)cc2)nc1 (stereo not given)
  -2.3	13	2	0.0	0	5	3	0	1
> O=C1c2ccccc2C(=O)N1CCCc1nc2ccccc2c(=O)n1CCCn1ccnc1
  -1.7	-2	0	0.1	-2	6	2	0	4

Two of the compounds above, as tab-separated lines:
canonical_smiles	MEX-5 binding	VLA-4 inh	Fam108B counter	Efflux pump inh	PME-1 inh	MCL1 BIM primary	Bcl-xL primary	GRK2 aptamer HTS	GLD-1 TGE inh
COc1ccc(NC(=O)CS(=O)(=O)c2cn(CC(=O)N3CCCC3)c3ccccc23)c(OC)c1	-1.6	13	-3	0.3	-2	-2	1	0	5
Clc1ccc2nc(-c3ccccc3)cn2c1	1.9	1	-4	-0.3	1	-2	1	4	3

Screens from PubChem.
